Bioassay records deposited in PubChem by several laboratories.
Spn DPM-DC inh = inhibitors of Streptococcus pneumoniae diphosphomevalonate decarboxylase | purified DPM-DC, PK/LDH coupled NADH fluorescence | calls only at 10 µM | hit rate 0.49% among 65,000 | AID 556;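 active means the 320 compounds with the highest percent inhibition in the single-dose primary screen, excluding strongly autofluorescent ones, cut at about 32% in these data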;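 further: kinetic rate of NADH fluorescence loss reporting ADP formed by the decarboxylase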
Bfl-1 inhibitors = Bfl-1 inhibitors, primary screen, biochemical, fluorescence polarization, FITC-Bid, mouse (AID 432); hit rate 0.02% among 64,000; displacement, % at 20 µM; hits with a dose series show IC50 in µM; FITC-Bid BH3 peptide fluorescence polarization displacement; higher % means a stronger effect; in the data active means a potency from the dose series; inactive means the rest, 99 in 100 with displacement below about 15%; further: strong numbers were not always called active
TNAP inhibition = human TNAP enzyme inhibitors, biochemical, luminescent (AID 518); one-dose inhibition, % at 20 µM; IC50 in µM for titrated hits; purified TNAP enzyme, luminescent substrate readout; higher % means a stronger effect; hit rate 0.09% among 64,000; in the data active means a potency from the dose series; inactive means the rest, 99 in 100 with inhibition below about 22%;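 further: plate controls were vehicle for no effect and reference inhibitor for full effect; many of its hits are not listed in these tables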
KRASV12 cytotoxicity = viability loss of HPDE-C7K cells – cell-based, fluorescence, HTS, primary screen (AID 431); HPDE-C7K KRASV12 cells, Alamar Blue viability, 48 h; higher % means a stronger effect; cytotoxicity, % at 10 µM, or EC50 in µM where a hit was titrated; hit rate 1.7% among 63,000;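 active means compounds whose percent cytotoxicity in the single-dose primary screen, scaled between solvent and toxic-drug controls, exceeds 50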;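 further: 0% = DMSO solvent wells and 100% = doxorubicin-treated wells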
LYP phosphatase = inhibition of human PTPN22 tyrosine phosphatase – biochemical, DiFMUP fluorescence, recombinant catalytic domain, 10 µM, primary screen (AID 606); recombinant LYP catalytic domain, DiFMUP fluorescence; higher % means a stronger effect; 52,000 tested, under 10 active; inhibition, % at 10 µM; hits with a dose series show IC50 in µM;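 active means IC50 under 40 µM in the dose-response test; inactive means IC50 of 40 µM or more, or never dose-tested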
HPDE-C7 viability = HPDE-C7 pancreatic duct cell viability loss – fluorescence, HTS (AID 430). HPDE-C7 pancreatic duct cells viability, fluorescence; higher % means a stronger effect. cytotoxicity, % at 10 µM, or EC50 in µM where a hit was titrated. hit rate 1.8% among 63,000;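 further: cells exposed to compound for 48 hours before viability readout; 0% = vehicle and 100% = reference cytotoxic drug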
MK inhibit = blocks S. pneumoniae mevalonate kinase; purified MK, PK/LDH-coupled NADH absorbance 340 nm; inhibition, % at 10 µM; hit rate 0.48% among 65,000;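 active means ranked among the strongest by inhibition in the single 10 µM screen, a fixed top-ranked set picked for dose follow-up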; further: no value below 0 was filed
HT1080 viability = HT1080 cell viability loss – fluorescence readout (AID 620). HT1080 viability, fluorescence; higher % means a stronger effect. cytotoxicity, % at 10 µM, or EC50 in µM where a hit was titrated. hit rate 0.42% among 87,000;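 further: cells exposed to compound overnight then 4 h with Alamar Blue; 0% = vehicle DMSO and 100% = killing control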
Spn PMK inh = inhibitors of Streptococcus pneumoniae phosphomevalonate kinase; purified PMK, PK/LDH-coupled NADH absorbance 340 nm; inhibition, % at 10 µM; hit rate 0.49% among 65,000;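 active means top-ranked compounds by inhibition in the single 10 µM screen, taking a fixed number of the strongest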;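 further: 0% = full reaction with DMSO carrier and 100% = background rate without enzyme reaction; no value below 0 was filed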
Spn PMK inh pilot replicates = recorded beside Spn PMK inh, whose call it bears; inhibition, %; measured here: pilot screen replicates
MK inhibit pilot replicates = also measured in MK inhibit; calls as there; inhibition, %; measured here: pilot screen replicates
Spn DPM-DC inh pilot screen % = recorded beside Spn DPM-DC inh, whose call it bears; inhibition, %; measured here: pilot screen trials
* = called active by the depositor; i = inactive; · = no result given. Unless noted, no stated cut-off is given here; in the data, active means cytotoxicity above about 50%; inactive means the rest.

SMILES	Spn DPM-DC inh	Bfl-1 inhibitors	TNAP inhibition	KRASV12 cytotoxicity	LYP phosphatase	HPDE-C7 viability	MK inhibit	HT1080 viability	Spn PMK inh	others
FC(F)(F)c1cc(-c2ccc3c(c2)OCO3)nc(NCc2ccco2)n1	i	-11%	12%	1%	9%	-5%	15	-5%	0
O=C1CC(C(=O)Nc2ccccc2C(=O)O)C(c2ccccc2)O1 (stereo unspecified)	i	2%	1%	-7%	·	-9%	1	11%	8
Cc1ccc(OCC(=O)NCC(=O)n2nc(C)cc2C)cc1	i	-11%	5%	10%	13%	-3%	0	-5%	13
Cc1cccc(-c2c3c(=O)n(C)c(=O)n(C)c3c3nnc4ccccc4n23)c1	i	·	·	·	15%	·	12	-5%	10
COc1ccc(-c2nc(N)nc(C)c2Oc2ccccc2Br)c(O)c1	i	22%	6%	93%*	1%	88%*	0	-6%	0	Spn PMK inh pilot replicates=7.5;MK inhibit pilot replicates=5.0;Spn DPM-DC inh pilot screen %=2.0
COc1ccc(-c2noc(CN3CCN(c4ccccc4F)CC3)n2)cc1OC	i	0%	-3%	-1%	1%	-15%	6	-4%	9
CCSc1ccccc1C(=O)N1CCN(c2ccccc2F)CC1	i	-11%	1%	-3%	·	-10%	12	-7%	16
COc1ccc(Cl)cc1NC(=O)N1CCN(S(C)(=O)=O)CC1	i	0%	8%	-10%	-18%	-6%	13	4%	15
C=CCn1c(CCCNC(=O)CCC)nc2ccccc21	i	·	·	·	-5%	·	6	-2%	0
COc1ccc(C2CC(=O)C(C=NCCN3CCOCC3)=C(O)C2)cc1 (stereo unspecified)	i	-11%	15%	2%	·	-13%	2	-9%	0	Spn PMK inh pilot replicates=1.0;MK inhibit pilot replicates=5.0;Spn DPM-DC inh pilot screen %=0.0
CCOC(=O)CCc1c(C)nc(SCCN2CCCC2)c(C#N)c1C	i	6%	0%	0%	·	-2%	0	-6%	12
CN(C)C=C1C(=O)c2ccccc2C1=O	i	-10%	12%	48%	3%	30%	6	-9%	0
O=C(O)c1ccc2c(c1)N(Cc1ccccc1F)C(=O)c1ccccc1S2=O (stereo unspecified)	i	-2%	11%	2%	-4%	-8%	5	-5%	0	Spn PMK inh pilot replicates=7.5;MK inhibit pilot replicates=2.5;Spn DPM-DC inh pilot screen %=2.0
COc1ccc(S(=O)(=O)Nc2c(C(=O)O)[nH]c3ccccc23)c(OC)c1	i	-3%	15%	23%	7%	22%	10	2%	1
CCOC(=O)C1=C(c2ccccc2)NC(=O)NC1c1ccc(N(C)C)cc1 (stereo unspecified)	i	-2%	9%	-9%	16%	-6%	3	0%	0	Spn PMK inh pilot replicates=2.0;MK inhibit pilot replicates=0.0;Spn DPM-DC inh pilot screen %=0.0
CCc1cc2c(C)cc(=O)oc2cc1OC(=O)C1CCCN1C(=O)OC(C)(C)C (stereo unspecified)	·	-5%	13%	-15%	5%	-6%	10	-16%	11
Cc1onc(-c2ccccc2Cl)c1C(=O)Nc1nn[nH]n1	i	-2%	3%	-18%	4%	-14%	1	3%	0
O=C(Nc1nc2c(s1)COc1ccccc1-2)c1cccs1	i	-2%	7%	1%	4%	10%	1	4%	1
COc1cc(NC(=O)c2ccco2)c(OC)cc1NC(=O)CCC(=O)Nc1cc(C)cc(C)c1	i	14%	14%	8%	2%	-25%	0	1%	5	Spn PMK inh pilot replicates=3.0;MK inhibit pilot replicates=2.5;Spn DPM-DC inh pilot screen %=4.5
COc1cccc(NC(=O)c2ccccc2-c2nc(-c3ccc(Cl)cc3)no2)c1	i	-1%	15%	34%	-7%	37%	6	17%	0
CCc1ccccc1NC(=O)CSc1nnc([C@@H](NC(=O)OC(C)(C)C)C(C)C)o1	i	-2%	3%	-4%	8%	-12%	3	9%	2
C/C(N)=C(/C#N)C(=O)CSc1nc2ccc(C)cc2[nH]1	i	-1%	12%	-7%	-8%	-6%	4	3%	19
CC(C)(C)NC(=O)C(c1ccccc1)N(C(=O)c1ccco1)C1CC1 (stereo unspecified)	i	0%	13%	-3%	·	4%	2	26%	18
O=C(c1ccc2c(c1)C(=O)N(Cc1ccco1)C2=O)N1CCOCC1	i	-2%	4%	-4%	1%	8%	1	6%	14
CSc1ccc2c(c1)N(CCC1CCCCN1C)c1ccccc1S2 (stereo unspecified)	i	-4%	6%	3.4µM*	25%	8.2µM*	8	83%*	0	Spn PMK inh pilot replicates=4.5;MK inhibit pilot replicates=0.0;Spn DPM-DC inh pilot screen %=1.5

Nothing new here: entries from further up.
SMILES	Spn DPM-DC inh	Bfl-1 inhibitors	TNAP inhibition	KRASV12 cytotoxicity	LYP phosphatase	HPDE-C7 viability	MK inhibit	HT1080 viability	Spn PMK inh	others
CCc1cc2c(C)cc(=O)oc2cc1OC(=O)C1CCCN1C(=O)OC(C)(C)C (stereo unspecified)	·	-5%	13%	-15%	5%	-6%	10	-16%	11
Cc1onc(-c2ccccc2Cl)c1C(=O)Nc1nn[nH]n1	i	-2%	3%	-18%	4%	-14%	1	3%	0
O=C(Nc1nc2c(s1)COc1ccccc1-2)c1cccs1	i	-2%	7%	1%	4%	10%	1	4%	1
COc1cc(NC(=O)c2ccco2)c(OC)cc1NC(=O)CCC(=O)Nc1cc(C)cc(C)c1	i	14%	14%	8%	2%	-25%	0	1%	5	Spn PMK inh pilot replicates=3.0;MK inhibit pilot replicates=2.5;Spn DPM-DC inh pilot screen %=4.5
COc1cccc(NC(=O)c2ccccc2-c2nc(-c3ccc(Cl)cc3)no2)c1	i	-1%	15%	34%	-7%	37%	6	17%	0
CCc1ccccc1NC(=O)CSc1nnc([C@@H](NC(=O)OC(C)(C)C)C(C)C)o1	i	-2%	3%	-4%	8%	-12%	3	9%	2
C/C(N)=C(/C#N)C(=O)CSc1nc2ccc(C)cc2[nH]1	i	-1%	12%	-7%	-8%	-6%	4	3%	19
CC(C)(C)NC(=O)C(c1ccccc1)N(C(=O)c1ccco1)C1CC1 (stereo unspecified)	i	0%	13%	-3%	·	4%	2	26%	18
O=C(c1ccc2c(c1)C(=O)N(Cc1ccco1)C2=O)N1CCOCC1	i	-2%	4%	-4%	1%	8%	1	6%	14
CSc1ccc2c(c1)N(CCC1CCCCN1C)c1ccccc1S2 (stereo unspecified)	i	-4%	6%	3.4µM*	25%	8.2µM*	8	83%*	0	Spn PMK inh pilot replicates=4.5;MK inhibit pilot replicates=0.0;Spn DPM-DC inh pilot screen %=1.5

Structures above that contain two or more sulfur atoms, in the order listed:
SMILES	Spn DPM-DC inh	Bfl-1 inhibitors	TNAP inhibition	KRASV12 cytotoxicity	LYP phosphatase	HPDE-C7 viability	MK inhibit	HT1080 viability	Spn PMK inh	others
O=C(Nc1nc2c(s1)COc1ccccc1-2)c1cccs1	i	-2%	7%	1%	4%	10%	1	4%	1
CSc1ccc2c(c1)N(CCC1CCCCN1C)c1ccccc1S2 (stereo unspecified)	i	-4%	6%	3.4µM*	25%	8.2µM*	8	83%*	0	Spn PMK inh pilot replicates=4.5;MK inhibit pilot replicates=0.0;Spn DPM-DC inh pilot screen %=1.5

Continued.
SMILES	Spn DPM-DC inh	Bfl-1 inhibitors	TNAP inhibition	KRASV12 cytotoxicity	LYP phosphatase	HPDE-C7 viability	MK inhibit	HT1080 viability	Spn PMK inh	others
O=C(CSc1nnc(Cn2c(=O)sc3ccccc32)n1CCc1ccccc1)N1CCOCC1	i	0%	10%	-2%	-1%	6%	8	5%	5
COc1ccccc1-c1c(C)oc2c(CN3CCN(CCO)CC3)c(O)ccc2c1=O	·	-2%	8%	-9%	10%	0%	2	8%	0
CCCCNC(=O)c1ccc(NC(=O)C2CCCO2)cc1 (stereo unspecified)	i	2%	15%	-9%	8%	-12%	12	-1%	0
O=C(/C=C\Nc1ccccn1)c1ccc(Cl)cc1	i	-13%	4%	-5%	·	-2%	2	·	0
CCOC(=O)c1ccc(NC(=O)CCNS(=O)(=O)c2ccc3c(c2)oc(=O)n3C)cc1	i	-3%	9%	-12%	10%	-24%	0	-11%	5
COC(=O)c1cc(-c2ccccc2)sc1NC(=O)c1cc(C)on1	·	-10%	12%	-10%	·	-11%	12	8%	4	Spn PMK inh pilot replicates=7.5;MK inhibit pilot replicates=2.0
C=CCn1c(SCC(=O)NC(=O)NCC(C)C)nnc1C1CCCCC1	i	-4%	6%	-13%	3%	3%	0	-8%	15
CCc1ccc(N(CC(=O)NC2CCCC2)S(=O)(=O)c2c(C)noc2C)cc1	i	-7%	15%	4%	-6%	8%	0	-2%	0	Spn PMK inh pilot replicates=2.0;MK inhibit pilot replicates=0.0;Spn DPM-DC inh pilot screen %=0.0
Oc1ccccc1N=Cc1ccc[nH]1	i	-4%	11%	-12%	·	-4%	11	-12%	15
CC(=O)NC(CCS(C)(=O)=O)C(=O)Nc1cc(C)ccc1C (stereo unspecified)	i	-5%	4%	-12%	3%	-16%	4	-11%	0
Cc1cccc(-n2c(N)cc(=O)nc2SCC(=O)Nc2cc(C)on2)c1	i	2%	8%	-7%	3%	-7%	0	7%	23
Cn1c(Cn2nnc3ccccc32)nnc1SCC(N)=O	i	-8%	4%	1%	·	13%	5	0%	2
C=CCn1c(SCCC(=O)O)nnc1-c1cccs1	i	2%	5%	-9%	14%	-3%	5	3%	8
Cc1cc(C(=O)CSc2nnc(N)s2)c(C)n1CCc1ccc(F)cc1	i	2%	5%	·	·	·	0	-6%	20
CCOc1ccc(CCNC(=O)c2cccnc2N2CCCC2)cc1OCC	i	6%	9%	-8%	3%	-6%	11	0%	5
O=C(CSc1nnc(-c2cccnc2)n1Cc1ccco1)N1CCc2ccccc21	i	11%	-3%	2%	-4%	-3%	9	-3%	3
c1cncc(-c2nn3c(Cn4cnc5ccccc54)nnc3s2)c1	i	-6%	11%	11%	4%	15%	24	-2%	3
CCN(CC)C(=O)C1CCCN(c2ncnc3c2cnn3-c2ccc(Cl)cc2)C1 (stereo unspecified)	i	3%	11%	27%	15%	31%	2	-10%	14	Spn PMK inh pilot replicates=3.0;MK inhibit pilot replicates=1.0;Spn DPM-DC inh pilot screen %=0.0
CCC1CCCCN1C(=O)CSc1nnc(-c2cccs2)o1 (stereo unspecified)	i	-7%	7%	-7%	·	-20%	0	-11%	5
O=C(NCCCN1CCN(Cc2ccccc2)CC1)C1CCN(c2nnc(-n3cccc3)s2)CC1	i	-2%	14%	4%	6%	-1%	8	-2%	15	Spn PMK inh pilot replicates=1.0;MK inhibit pilot replicates=7.0;Spn DPM-DC inh pilot screen %=2.0
CCCSc1nnc(NC(=O)c2sc3nc(-c4cccs4)ccc3c2N)s1	·	-15%	-2%	23%	0%	41%	0	2%	5

Not a hit list. About 3.4% of those tested had a hit in this group.
